# Sm TGR inh: inhibitors of Schistosoma mansoni thioredoxin glutathione reductase; purified TGR, DTNB reduction, TNB absorbance 405 nm; Potency, µM (top dose mostly 114 µM), for inactives: top-dose activity change, negative = inhibition, usual class: inhibitors; 3% of 360,000 active; also: nearly all actives have a fitted effect of over 60% in size
#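 TGR 20 nM + NADPH 100 uM (dispensed conc.), cpd preinc 15 min RT; start with NADPH (500 uM addition) then DTNB (15 mM addition). Kinetic TNB absorbance, 405 nm filter. Four-parameter Hill fit across titration.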
# Tb PYK inh: inhibitors of Trypanosoma brucei pyruvate kinase. Potency, µM (titrated, usually from 76.8 µM), without a hit: at the highest dose activity, negative = inhibition, usual class: inhibitors. 0.12% of 410,000 active. TbPYK enzyme, Kinase-Glo Plus ATP luminescence, 45 min; also: nearly all actives have a fitted effect of over 50% in size
#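 Quantitative HTS: titrated library compounds versus trypanosomal pyruvate kinase in TEA buffer (pH 7.2) containing KCl, MgCl2, BSA and Tween-20. Reactions were initiated with ADP, 130 uM final. Kinase-Glo Plus luminescence was read after 45 min at RT.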
# HCV inh: blocks hepatitis C virus. Huh7.5.1 HCVcc-Cre infection, luciferase reporter, 44 h. Potency, µM (titrated, usually from 41.8 µM), for inactives: top-dose activity change, negative = inhibition, usual class: inhibitors. 3.4% of 340,000 active
#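 Infectious HCV cell culture screen: compound-treated cells (1,000/well, pre-plated 4 h) are infected with HCVcc-Cre at roughly 0.5 moi and grown 44 h. Infection is quantified by luciferase signal after 15 min substrate incubation at room temperature.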
# LmPK inhibitor: LmPK (Leishmania mexicana) enzyme inhibition. purified LmPK, Kinase-Glo ATP luminescence, 1 h. 0.37% of 290,000 active. AID 1721. Potency, µM (titrated, usually from 57.5 µM), for inactives: top-dose activity change, negative = inhibition, hits mostly inhibitors. Q27686
# Target sequence (Q27686 whole entry, looked up): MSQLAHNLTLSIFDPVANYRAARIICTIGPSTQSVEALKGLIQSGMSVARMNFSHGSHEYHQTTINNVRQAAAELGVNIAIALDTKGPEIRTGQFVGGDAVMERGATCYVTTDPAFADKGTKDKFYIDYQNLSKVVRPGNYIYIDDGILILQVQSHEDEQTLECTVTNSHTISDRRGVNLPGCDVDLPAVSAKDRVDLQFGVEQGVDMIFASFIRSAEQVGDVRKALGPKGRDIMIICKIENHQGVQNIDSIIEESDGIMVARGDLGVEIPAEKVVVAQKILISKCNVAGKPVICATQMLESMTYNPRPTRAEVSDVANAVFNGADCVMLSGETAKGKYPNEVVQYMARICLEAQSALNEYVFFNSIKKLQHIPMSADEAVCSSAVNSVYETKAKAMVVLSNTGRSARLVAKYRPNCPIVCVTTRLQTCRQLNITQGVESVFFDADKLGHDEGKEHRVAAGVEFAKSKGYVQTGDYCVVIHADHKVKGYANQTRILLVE
#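 0.1 nM LmPK, 0.5 mM PEP, 0.1 mM ADP; 50 mM imidazole pH 7.2, 7 mM MgCl2, 50 mM KCl; 1 h RT. Kinase-Glo luminescence readout, normalized to no-enzyme (full inhibition) and uninhibited wells.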
# Pf growth 48h: inhibits P. falciparum growth in the first generation, 48 h; Potency, µM (titrated, usually from 28.7 µM), without a hit: top-dose activity change, negative = inhibition, most hits filed as inhibitors; 5.9% of 310,000 active; P. falciparum luciferase growth in erythrocytes, 48 h; AID 504832
#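 Compounds are pin-transferred into medium, infected erythrocytes (2% hematocrit, 0.1% parasitemia final) are added, and plates sit one parasite generation at 37 C in 5% CO2. Detection reagent is then added and luminescence measured.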
# Pf growth 96h: inhibits malaria parasite growth, 96 h. P. falciparum luciferase reporter growth, 96 h. Potency, µM (doses to about 28.7 µM), for inactives: top-dose activity change, negative = inhibition, usual class: inhibitors. 6.9% of 320,000 active. AID 504834
#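 96 h incubation, 37 C, 5% CO2, of luciferase-reporter P. falciparum-infected RBCs (2% hematocrit, 0.05% parasitemia final) with test compounds; endpoint luminescence.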
# * hit, by the source's call; ? = inconclusive; nt = not tested or not shown; & = joins results of further samples; [ ] = remark or other dose. Calls follow the shape of the dose curve; as a rule, active = well fitted curve in the direction sought with a large enough effect; inconclusive = small, poorly fitted or top-dose-only effect, or another doubt; inactive = no such curve, though single readings can be large; an effect the other way counts as inactive or inconclusive. % is scaled to controls: 0 for no effect and ±100 for the full control effect; potency is read from the fitted curve at half-maximal effect. The order is random; about 16% have a hit in one of these screens.
(1) COc1cccc(/C=C2\SC(=S)N(NS(=O)(=O)c3ccc(C)cc3)C2=O)c1OC
(2) CC(C)(Oc1ccc(Cl)cc1)C(=O)NCc1ccco1
(3) CCCCCCCC(=O)O
(4) COc1cc2c(cc1OC)CN(c1ccc([N+](=O)[O-])c(C(F)(F)F)c1)CC2
(5) Cc1cc(Cl)ccc1OCCCC(=O)N1CCOCC1
(6) C/C=C(/C)C(=O)Nc1cccc(C2=NOC3(C2)C[C@@H](C(N)=O)N(C(=O)C2(C)CC2)C3)c1 (stereo partly specified)
(7) COc1cccc(N(C(=O)Cn2nnc(-c3cccs3)n2)C(C(=O)NC2CCCCC2)c2ccncc2)c1 (stereo unspecified)
(8) CCCCC1=CC2=C(c3ccco3)C(=O)C(C)(OC(=O)c3ccc(OC)cc3)C(=O)C2=CN1CCCCO (stereo unspecified)
entry no. | 1 | 2 | 3 | 4 | 5 | 6 | 7 | 8
Sm TGR inh | ? | 7.1µM* | nt | -15% | -2% | -19% | -8% | ?
Tb PYK inh | nt | -5% | 4%&-2% | -11% | 0% | -5% | 6% | -8%
HCV inh | nt | 1% | -10% | ? | 9% | 10% | 15% | -31%
LmPK inhibitor | 1% | 1% | nt | 1% | 0% | -3% | 1% | -7%[11.5 µM]
Pf growth 48h | 9% | -1% | -11% | ? | 40%[activator] | 53%[activator] | -14% | ?
Pf growth 96h | 8% | 151%[activator] | -10% | ? | nt | 70%[activator] | ? | ?

(9) COc1ccc(/C=N/NC(=O)c2ccc3c(c2)OCCO3)c(OC)c1
(10) CN(C)/C=C/C(=O)c1cnc(-c2ccc(Cl)cc2)s1
(11) CCOC(=O)c1[nH]c2ccccc2c1NC(=O)c1ccc(S(=O)(=O)N2CCCCC2)cc1
(12) S=C(NN=C1CCCCCC1)Nc1ccc(Cl)cc1
(13) CC(C)CCNC(=O)NC(=O)COC(=O)CNC(=O)C1CCCCC1
(14) COc1ccc(C)cc1S(=O)(=O)N(CC(=O)O)c1ccc(C)cc1
(15) c1ccc(OCCOCCN2CCc3ccccc3C2)cc1
(16) O=C(NC1CCCc2ccccc21)C1CCCO1 (stereo unspecified)
entry no. | 9 | 10 | 11 | 12 | 13 | 14 | 15 | 16
Sm TGR inh | 1% | -17% | 0% | -1% | -6% | 10% | -1% | -1%
Tb PYK inh | -7% | -3% | 1% | -1% | 1% | 0% | -5% | -5%
HCV inh | -25% | -10% | -16% | 6% | 14% | 2% | ? | -8%
LmPK inhibitor | 7% | -13% | 0% | 0% | -6% | -9% | -6% | 1%
Pf growth 48h | 27% | 212%[activator] | ? | 10% | ? | 7% | -9% | -6%
Pf growth 96h | ? | 228%[activator] | 9.3µM* | nt | 56%[activator] | 4% | -6% | ?

(17) O=C1OCCN1CCN(CN1C(=O)CCC1=O)CN1C(=O)CCC1=O
(18) Brc1ccc(C2N3CCCN23)cc1 (stereo unspecified)
(19) Cc1sc2nc(CSCC(=O)N(CCC#N)c3ccccc3F)[nH]c(=O)c2c1C
(20) COc1ccc(Cn2c(=O)[nH]c3cc(C(=O)N4CCN(Cc5ccccc5)CC4)ccc3c2=O)cc1
(21) Cc1ccc(S(=O)(=O)n2cccc2CO)cc1
(22) COc1cccc(NC(=O)C(C)(C)C)c1
(23) CC1CCN(C(=O)Cn2c(=O)n(-c3ccc(F)cc3)c(=O)c3sccc32)CC1
(24) Cc1cccc(NC(=O)c2ccc(Cl)c(S(=O)(=O)N3CCCC3)c2)n1
entry no. | 17 | 18 | 19 | 20 | 21 | 22 | 23 | 24
Sm TGR inh | -5% | 1% | -9% | -48% | 0% | -25% | -4% | 0%
Tb PYK inh | -2% | 3% | 1% | 6% | 0% | -3% | 4% | -14%
HCV inh | 8% | 7% | 19% | ? | 6% | ? | 14% | -34%
LmPK inhibitor | 12% | 1% | nt | 3% | nt | nt | -2% | -6%
Pf growth 48h | 48%[activator] | 1% | ? | ? | 17% | 4% | 0% | ?
Pf growth 96h | -2% | 58%[activator] | -17% | -2% | 74%[activator] | 41%[activator] | ? | 7.4µM*

(25) Cc1cccc(OCC(=O)N2CCN(c3nnc(-c4ccccc4)c4ccccc34)CC2)c1
(26) OC1(CNCc2cn[nH]c2-c2cc3ccccc3o2)CCCCC1
(27) Cc1ccc(C)c(NC(=O)CSc2nnc(CNC(=O)c3ccco3)n2C)c1
(28) Cc1ccc(CN2CC(C(=O)N3CCN(S(=O)(=O)c4c(F)cccc4F)CC3)CC2=O)cc1 (stereo unspecified)
(29) Cc1ccc(N(C)C(=O)Oc2cccc3ccc(C)nc23)cc1
(30) NCCc1cnc[nH]1
(31) Cc1ccc(N2C(=O)c3ccc(N)cc3C2=O)cc1C
(32) O=C(OCc1nc2scc(-c3ccccc3)c2c(=O)[nH]1)c1cccc([N+](=O)[O-])c1
entry no. | 25 | 26 | 27 | 28 | 29 | 30 | 31 | 32
Sm TGR inh | 5% | 15% | 71%[activator] | 0% | 2% | -7%&11% | -3% | -10%
Tb PYK inh | 8% | -7% | 1% | -7% | -10% | -2%&0%&-3% | 2% | -4%
HCV inh | ? | ? | -2% | 12% | ? | ? | -20% | -9%
LmPK inhibitor | 7% | -5% | -6% | nt | 5% | 4%&0% | -13% | -3%
Pf growth 48h | ? | 15% | 28% | ? | 9% | -2%&-5%&4% | 145%[activator] | -6%
Pf growth 96h | ? | 34%[activator] | 2.1µM* | ? | 0.1µM* | ? | 4% | ?

# Arranged by molar mass (high to low): part of the list above.
(28) Cc1ccc(CN2CC(C(=O)N3CCN(S(=O)(=O)c4c(F)cccc4F)CC3)CC2=O)cc1 (stereo unspecified)
(25) Cc1cccc(OCC(=O)N2CCN(c3nnc(-c4ccccc4)c4ccccc34)CC2)c1
(23) CC1CCN(C(=O)Cn2c(=O)n(-c3ccc(F)cc3)c(=O)c3sccc32)CC1
(24) Cc1cccc(NC(=O)c2ccc(Cl)c(S(=O)(=O)N3CCCC3)c2)n1
(26) OC1(CNCc2cn[nH]c2-c2cc3ccccc3o2)CCCCC1
(31) Cc1ccc(N2C(=O)c3ccc(N)cc3C2=O)cc1C
(30) NCCc1cnc[nH]1
entry no. | 28 | 25 | 23 | 24 | 26 | 31 | 30
Sm TGR inh | 0% | 5% | -4% | 0% | 15% | -3% | -7%&11%
Tb PYK inh | -7% | 8% | 4% | -14% | -7% | 2% | -2%&0%&-3%
HCV inh | 12% | ? | 14% | -34% | ? | -20% | ?
LmPK inhibitor | nt | 7% | -2% | -6% | -5% | -13% | 4%&0%
Pf growth 48h | ? | ? | 0% | ? | 15% | 145%[activator] | -2%&-5%&4%
Pf growth 96h | ? | ? | ? | 7.4µM* | 34%[activator] | 4% | ?

# The listing continues.
(33) CCCOc1nc(SCCC)nc2c1cnn2-c1ccccc1
(34) COc1ccc(Cc2nnc(SCC(=O)c3cccc([N+](=O)[O-])c3)n2C)cc1
(35) CC1=CCC2C(=O)N(C(C)c3ccccc3)C(=O)C2C1 (stereo unspecified)
(36) O=c1oc(-c2cc3ccccc3o2)nc2sc3c(c12)CCCC3
(37) Cn1c(=O)c2c(nc(CN3CCc4ccccc4C3)n2Cc2ccccc2)n(C)c1=O
(38) O=C(COc1ccc(S(=O)(=O)N2CCOCC2)cc1)NC1CCCC1
(39) Cc1ccc2[nH]c(C(=O)O)c(-c3ccccc3)c2c1
(40) CCOc1cccc(N2C(=O)/C(=C/c3ccco3)C(=O)NC2=S)c1
entry no. | 33 | 34 | 35 | 36 | 37 | 38 | 39 | 40
Sm TGR inh | 32% | -34% | -10% | 1% | -17% | -20% | 3% | ?
Tb PYK inh | 2% | -9% | -5% | -8% | 3% | -3% | -1% | ?
HCV inh | 1% | ? | nt | ? | 13µM* | 10% | -3% | -22%
LmPK inhibitor | 1% | -1% | 2% | 0% | 2% | -3% | -3% | 2%
Pf growth 48h | ? | 15% | nt | 17% | 13µM* | -25% | 7% | -15%
Pf growth 96h | ? | -12% | -26% | 49%[activator] | 12µM* | nt | 7.4µM* | -21%

# Results in Tb PYK inh and HCV inh (2 entries from above):
nr	compound	Tb PYK inh	HCV inh
34	COc1ccc(Cc2nnc(SCC(=O)c3cccc([N+](=O)[O-])c3)n2C)cc1	-9%	?
35	CC1=CCC2C(=O)N(C(C)c3ccccc3)C(=O)C2C1 (stereo unspecified)	-5%	nt

# In the list so far, these have two or more sulfur atoms:
(1) COc1cccc(/C=C2\SC(=S)N(NS(=O)(=O)c3ccc(C)cc3)C2=O)c1OC
(19) Cc1sc2nc(CSCC(=O)N(CCC#N)c3ccccc3F)[nH]c(=O)c2c1C
entry no. | 1 | 19
Sm TGR inh | ? | -9%
Tb PYK inh | nt | 1%
HCV inh | nt | 19%
LmPK inhibitor | 1% | nt
Pf growth 48h | 9% | ?
Pf growth 96h | 8% | -17%

# (more compounds)
(41) Cc1ccc(C)c(/C=C2\N=C(c3ccccc3F)OC2=O)c1
(42) CCOc1ccc2nc(SCC(=O)NC(=O)NCc3ccco3)sc2c1
(43) CC1CC(C)CN(C(=O)c2cc3ccccc3o2)C1 (stereo unspecified)
(44) C/C(=N/NC(=O)CNC(=O)c1cccs1)c1ccco1
(45) C=CCN(C(=O)Nc1ccc2oc(C)nc2c1)c1ccccc1
(46) CCOC(=O)C1=C(COC(=O)CCC(=O)c2ccc(C)cc2)NC(=O)NC1C (stereo unspecified)
(47) O=C(CSc1nc2ncc(Cl)cc2[nH]1)c1c[nH]c2ccccc12
(48) C=C(c1ccccc1)c1ccccc1N
entry no. | 41 | 42 | 43 | 44 | 45 | 46 | 47 | 48
Sm TGR inh | ? | -2% | 0% | -3% | 12% | 9% | -5% | 0%
Tb PYK inh | 5% | -11% | -3% | -2% | -9% | 5% | -4% | 1%
HCV inh | 14% | ? | ? | 5% | -5% | 4% | -26% | 15%
LmPK inhibitor | -3% | 5% | nt | 1% | -6% | nt | 6% | nt
Pf growth 48h | 7% | -1% | ? | 77%[activator] | 15% | -7% | 10µM* | ?
Pf growth 96h | ? | 34%[activator] | -81% | 61%[activator] | 35%[activator] | -11% | 1.9µM* | ?

(49) Nc1ccc(-c2sc(N)nc2-c2ccccc2)cc1
(50) Cc1nc(SCc2ccccc2)[nH]c(=O)c1CC(=O)OCC(C)C
(51) Cc1cnc(C(=O)OCC(=O)N2CCc3ccccc3C2)cn1
(52) CC(=O)c1ccc(NC(=O)c2ccc(N3C(=O)c4cccnc4C3=O)cc2)cc1
(53) c1ccc(NCC2OCc3ccccc3CO2)cc1
(54) Cc1cc(=O)[nH]c(N2CCCC2)n1
(55) CC1CCCC(C)N1C(=S)SCC(=O)O (stereo unspecified)
(56) Cc1ccc(NC(=O)COc2coc(CN3CCc4ccccc4C3)cc2=O)c(C)c1
(57) COc1ccc(Br)cc1CNCCc1cccc(Cl)c1
(58) COc1ccc(/C=C/C(=O)NC(=S)Nc2ccc(S(N)(=O)=O)cc2)cc1OC
(59) CS(=O)(=O)N(CC(=O)NCCSC1CCCCC1)c1ccccc1
entry no. | 49 | 50 | 51 | 52 | 53 | 54 | 55 | 56 | 57 | 58 | 59
Sm TGR inh | -15% | 12% | -24% | ? | -5% | 0% | 4% | -3% | -34% | 3% | nt
Tb PYK inh | -6% | -2% | -4% | 2% | 12% | 5% | -4% | 2% | 11% | 0% | -11%
HCV inh | -17% | 2% | 0% | 9% | 9% | -3% | 30%[activator] | ? | -29% | 14% | 23%
LmPK inhibitor | -2% | 0% | -1% | 2% | 2% | -4% | 2% | nt | -3% | 3% | 1%
Pf growth 48h | 21% | 5% | 20% | 16% | 106%[activator] | -4% | 20% | ? | -23% | 23% | -8%
Pf growth 96h | ? | ? | 23% | -12% | 7% | 12µM* | -3% | ? | 28% | -5% | 83%[activator]
